# Source: PubChem
# hERG WT inh = inhibitors of human wildtype KCNH2 potassium channel | activity change, % at 1.84 µM | Q12809 | U2OS, BacMam KCNH2, thallium flux FluxOr; active compounds read low | actives 0.37% (n = 340,000);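 active means maximum activity change below -70%; inconclusive means maximum activity change between -70% and -50%; inactive means maximum activity change above -50%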; further: on the % scale 0 is the no-effect control and ±100 the full control effect
#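 U2OS cells were transduced with wild-type KCNH2 virus (2.03 x 10^8 / mL) for 4 h at room temperature, then cultured overnight at 37 C. Thallium flux was read with FluxOr dye. Rate constants were normalized to DMSO controls.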
# S-ASM inh = inhibitors of human secretory acid sphingomyelinase; P17405; placental ASM, HMU-PC fluorogenic substrate, 60 min; Potency, µM (doses to about 57.5 µM), inactives show top-dose activity change, negative = inhibition, usual class: inhibitors; actives 0.006% (n = 340,000); AID 504937; further: potency means the concentration at half of the fitted maximal effect
#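 Human placenta-derived ASM enzyme was preincubated with compound for 10 minutes at room temperature, then given fluorogenic substrate HMU-PC0 (9 uM final) for 60 minutes at 37 °C; a pH 10 stop preceded fluorescence reading at Ex 386/Em 447 nm.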
# FBPA coupling cs = counter-screen for Giardia aldolase inhibitors: coupling enzyme system; coupling enzyme system counterscreen, AmpLite Red fluorescence; activity change, negative = inhibition, % at 58.2 µM, hits read low; actives 0.67% (n = 290,000); AID 2472; in the data active means activity change below about -30%; further: on the % scale 0 is the no-effect control and ±100 the full control effect
#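 Coupling enzymes only (glyceraldehyde-3-phosphate) + compound, at 57.5 uM final, 10 min RT; add substrate/coupling/AmpLite Red mix, 20 min RT; fluorescence ex 525/em 598 nm. Actives flag coupling-system interference.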
# CXXC DNA block = MLL CXXC-DNA interaction inhibition; Q03164; MLL-CXXC / FITC-HOXA9 DNA fluorescence polarization; Potency, µM (titrated, usually from 115 µM), for inactives: top-dose activity change, negative = inhibition, most hits filed as inhibitors; actives 0.037% (n = 290,000); AID 2662; active means well fitted inhibition curve with a large enough effect in the polarisation, with a control signal flat, not every such curve was filed as active; inconclusive means small, poorly fitted or top-dose-only effect, or effect the other way, or a change in a side signal; inactive means no such curve, though single readings can be large or run the other way; the % refers to the polarisation; further: potency means the concentration at half of the fitted maximal effect
#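 Fluorescence polarization: 7 uM MLL-CXXC (stock) preincubated 5 min with compounds, then 50 nM fluorescein-HOX-A9 DNA (stock) added; 30 min ambient. Buffer 50 mM Tris-HCl pH 7.5, 50 mM NaCl, 1 mM DTT, 0.05% BSA.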
# A-T KAP1 phos = potential ataxia-telangiectasia treatment. AID 485349. […] A-T fibroblasts, KAP-1 phosphorylation AlphaLISA; neocarzinostatin DNA damage 30 min before lysis. Potency, µM (doses to about 57.5 µM), for the others: at the highest dose activation, hits mostly activators. actives 0.19% (n = 320,000); further: potency means the concentration at half of the fitted maximal effect; % of control where 0% means no effect; nearly all actives have a fitted effect of over 45% in size
#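 hTERT-immortalized A-T patient fibroblasts ([…]), 500 cells/well in OPTI-MEM, 1% FBS, got compounds for 60 min, then NCS for 30 min at 37C. Lysates were then assayed for phospho-KAP-1 by AlphaLISA (anti-pKAP1 donor, anti-KAP1 acceptor beads), 6 hr at 25C.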
# a7 integrin act = integrin-mediated muscular dystrophy alleviation activation; Potency, µM (highest dose often 38.3 µM), for inactives: top-dose activation, most hits filed as activators; alpha7betagal myoblasts, beta-gal FDG fluorescence, 48 h; actives 0.064% (n = 350,000);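 further: potency means the concentration at half of the fitted maximal effect; 100% = response of the positive control SU9516; nearly all actives have a fitted effect of over 60% in size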
#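 alpha7betagal+/- myoblasts (passage 13, 250/well) treated 48 h at 37C with compounds at 1:260 dilution of DMSO stock. Lysed, then beta-galactosidase activity read as FDG fluorescence (ex 480/em 540) after 30 min, with pre-read for autofluorescence.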
# TRPV1 agonist = agonists of human vanilloid receptor 1 (TRPV1); AID 540275; TRPV1-expressing cells, Fluo-8 calcium influx, agonist mode; actives 0.19% (n = 320,000); activation, % at 8.33 µM; in the data active means activation above about 80%; inconclusive means between about 30% and that limit; further: 0% is about no effect
#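 Fluo-8 calcium influx in TRPV1-expressing cells, kinetic read (ex 480/em 520 nm). Compound added and read 3 min for agonist activity, followed by capsaicin at EC20 final and 2 min further read for enhancement.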
# MBNL1-CUG inh = blocks human MBNL1 binding to CUG repeat RNA; Q9NR56; TR-FRET MBNL1-His/biotin-(CUG)12 binding, 665/545 ratio; Potency, µM (doses to about 57.5 µM), without a hit: at the highest dose activity change, negative = inhibition, most hits filed as inhibitors; actives 0.036% (n = 280,000); AID 2675; active means well fitted inhibition curve with a large enough effect in the signal ratio, with a control signal flat, not every such curve was filed as active; inconclusive means small, poorly fitted or top-dose-only effect, or effect the other way, or a change in a side signal; inactive means no such curve, though single readings can be large or run the other way; the % refers to the signal ratio; further: potency means the concentration at half of the fitted maximal effect; on the % scale 0 is the no-effect control and ±100 the full control effect
# Target sequence (Q9NR56 whole entry, looked up): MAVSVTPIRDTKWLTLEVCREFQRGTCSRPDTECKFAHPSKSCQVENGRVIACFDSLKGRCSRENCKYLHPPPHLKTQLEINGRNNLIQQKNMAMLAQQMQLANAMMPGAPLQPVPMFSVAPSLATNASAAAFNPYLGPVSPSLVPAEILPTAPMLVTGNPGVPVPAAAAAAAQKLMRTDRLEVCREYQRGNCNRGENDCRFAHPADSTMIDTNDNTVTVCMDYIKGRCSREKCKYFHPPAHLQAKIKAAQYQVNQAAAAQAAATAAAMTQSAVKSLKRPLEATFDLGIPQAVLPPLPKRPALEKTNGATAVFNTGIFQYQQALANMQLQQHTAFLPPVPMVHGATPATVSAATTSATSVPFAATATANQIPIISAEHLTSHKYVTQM
#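 MBNL1-His + Biotin-(CUG)12, cpd titration 92 nM–58 uM; Tb anti-His Ab 0.055 ng/ul, SA-XL665 5 nM (final); 60 min RT; ratiometric 665/545 nm, Ex 340 nm; normalized to buffer and full-complex controls.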
# GALK inh = inhibitors of human galactokinase; Potency, µM (doses to about 57.5 µM), for inactives: top-dose activity change, negative = inhibition, usual class: inhibitors; P51570; Purified GALK, Kinase-Glo residual ATP luminescence; AID 1868; actives 0.007% (n = 270,000); further: potency means the concentration at half of the fitted maximal effect; on the % scale 0 is the no-effect control and ±100 the full control effect
# Target sequence (P51570 whole entry, looked up): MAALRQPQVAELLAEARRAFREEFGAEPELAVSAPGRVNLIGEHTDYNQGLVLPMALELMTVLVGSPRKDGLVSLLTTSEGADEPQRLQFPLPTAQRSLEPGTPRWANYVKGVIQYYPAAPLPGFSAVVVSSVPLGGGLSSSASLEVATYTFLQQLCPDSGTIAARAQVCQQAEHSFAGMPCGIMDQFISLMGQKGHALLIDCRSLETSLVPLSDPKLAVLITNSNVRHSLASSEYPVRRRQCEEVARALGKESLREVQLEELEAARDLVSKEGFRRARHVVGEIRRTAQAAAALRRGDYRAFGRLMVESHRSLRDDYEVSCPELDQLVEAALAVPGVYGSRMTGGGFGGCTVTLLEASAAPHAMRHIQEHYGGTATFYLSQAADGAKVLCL
#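 The enzyme phosphorylates galactose (100 uM) using ATP (35 uM); inhibition is detected as higher residual ATP, quantified by bioluminescence after 1 h reaction at room temperature, pH 8.0.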
# KCNH2 3.1 inh = blocks the human KCNH2 3.1 channel isoform; U2OS KCNH2 3.1, thallium flux FluxOr; active compounds read low; activity change, % (tested at about 1.8 µM); actives 0.95% (n = 340,000);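 active means maximum activity change below -70%; inconclusive means maximum activity change from -70% to -50%; inactive means maximum activity change above -50%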;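 further: thallium influx rate constant from kinetic fluorescence after stimulation buffer; on the % scale 0 is the no-effect control and ±100 the full control effect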
#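 Steps: virus added to U2OS suspension (4 h, RT, dark); medium with 10% FBS added, cells plated, 37 C overnight; FluxOr/Red40 loading buffer 45 min RT; stimulation buffer, 2 min kinetic read; rate constant normalized.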
# An asterisk follows results filed as active; ? = inconclusive; . = no result given; [ ] = dose if it differs, or a comment. Unless noted, the call rests on the fitted dose curve; in most records, active means well fitted curve in the direction sought with a large enough effect; inconclusive means small, poorly fitted or top-dose-only effect, or another doubt; inactive means no such curve, though single readings can be large; an effect the other way counts as inactive or inconclusive.
mol,hERG WT inh,S-ASM inh,FBPA coupling cs,CXXC DNA block,A-T KAP1 phos,a7 integrin act,TRPV1 agonist,MBNL1-CUG inh,GALK inh,KCNH2 3.1 inh
N/C(CSc1ccc(Cl)cc1)=N\S(=O)(=O)c1ccc(Cl)cc1,-5,-2%,5,0%,2%,-16%,12,10%,.,15
COc1ccc(Cl)cc1NC(=O)C(=O)N/N=C/c1cc(C)n(-c2ccc(C)cc2)c1C,4,1%,0,27%,1%,0%,2,1%,-4%,-2
O=C(CN1C(=O)c2cccnc2Oc2ccc(Cl)cc21)NCCCc1ccccc1,8,-1%,.,28%,-1%,-15%,3,-7%,7%,2
O=C(c1cccc(S(=O)(=O)N2CCCCC2)c1)N(CCc1ccccc1)Cc1ccccc1,-6,3%,.,.,5%,-41%,?,.,.,5
CS(=O)(=O)c1ccc(C(=O)NCc2ccc(F)cc2)cc1,-3,1%,2,4%,2%,?,-2,-1%,-1%,-13
Cc1ccc(NS(=O)(=O)c2ccc(C(=O)N3CCCCCC3)cc2)cc1,-4,0%,.,.,-5%,-8%,7,.,.,7
COc1ccc(/C=C/C(=O)Oc2ccc(/C=N/NC(=O)c3ccncc3)cc2)cc1,-7,-2%,3,-15%,29%,8%,-2,-6%,0%,-12
N#C/C(=C\c1ccc(F)c(Br)c1)C(=O)NC1CC1,-7,2%,.,6%,-1%,?,9,?,-3%,1
Cc1cnc(C(=O)OCC(=O)Nc2cc(S(=O)(=O)N3CCOCC3)ccc2Cl)cn1,-8,-1%,.,.,4%,-21%,.,.,.,-27
CC1CN(CC(=O)Nc2ccc(Br)cn2)CC(C)O1 (configuration not stated),2,2%,1,-3%,0%,15%,-5,1%,3%,-27
CC1CCCC(NC(=O)COC(=O)Cc2ccc(Cl)cc2)C1C (configuration not stated),-15,-1%,.,.,2%,10%,.,.,.,-25
O=C(CS(=O)(=O)c1ccccc1)Nc1ccc(Br)cn1,3,-3%,1,2%,6%,2%,?,-20%,0%,-4
O=C(OCC(=O)N1CCN(C(=O)c2ccco2)CC1)c1ccccc1Cc1ccccc1,12,-2%,1,11%,-6%,-8%,13,4%,4%,-9
COc1ccc(Cl)c(Cn2c(NCCCN(C)C)nc3c2c(=O)n(C)c(=O)n3C)c1,10,-4%,0,6%,-2%,17%,0,3%,1%,?
CC(C)(C)NC(=O)C1CCN(c2ccc(S(=O)(=O)N3CCOCC3)cc2Cl)CC1,-21,-4%,-1,16%,0%,-4%,-1,6%,13%,13
Cc1ccc(-n2c(SCC(=O)NCc3ccco3)nc3sc4c(c3c2=O)CC(C)(C)SC4)cc1,10,4%,1,-3%,-6%,-46%[inhibitor],?,7%,-1%,-4
CN1CCN(C(=O)CSc2cc(=O)n(C)c3ccccc23)CC1,-2,6%,1,-5%,1%,26%,-1,10%,-1%,35
COc1cccc(-c2csc3nc[nH]c(=O)c23)c1,-1,2%,-4,-12%,.,-2%,-3,-7%,0%,6
O=C(Nc1cccc(S(=O)(=O)N2CCCCC2)c1)C1CC(=O)N(c2ccc3c(c2)OCCO3)C1 (configuration not stated),-6,-3%,.,19%,4%,-13%,-1,6%,-7%,-8
CCCN1CCC(=NNC(=O)CSc2cc(C)c(Br)cc2C)CC1,0,6%,0,-6%,-3%,8%,1,-2%,0%,1
NC(=O)c1ccc(NC(=O)CSc2nnc(-c3ccccn3)n2N)cc1,.,3%,3,-2%,2%,-21%,3,-6%,1%,16
CC(C)c1ccc(S(=O)(=O)N2CCN(C(=O)c3cccc(F)c3)CC2)cc1,18,-4%,0,10%,2%,-11%[1.53 µM],-2,4%,0%,-11
O=C(N/N=C/c1ccco1)C12CC3CC(CC(C3)C1)C2,-1,0%,-1,8%,0%,3%,18,8%,0%,3
CC(C)CC1NC(=O)N(CC(=O)Nc2ccc(OC(F)F)cc2)C1=O (configuration not stated),43,0%,.,.,0%,1%,-1,.,.,-21
COc1ccccc1C(=O)NCCC(=O)NCC(c1ccc(F)cc1)N1CCOCC1 (configuration not stated),-13,-2%,.,.,5%,-6%,0,.,.,8
COc1ccc(CNC(=O)COC(=O)c2ccc(Br)c(S(=O)(=O)N3CCOCC3)c2)cc1,0,-3%,.,.,-5%,11%,.,.,.,-7
Cc1cc(C(=O)NCC(=O)OC(C(=O)Nc2cc(C(F)(F)F)ccc2Cl)c2ccccc2)ccc1[N+](=O)[O-] (configuration not stated),8,-10%,-2,16%,-4%,10%,27,14%,1%,-18
COc1ccc(-c2nc(CS(=O)(=O)CC(=O)NCCc3ccc(C)cc3)c(C)o2)cc1,7,2%,.,9%,9%,26%,11,5%,1%,0
CC[C@H](C)[C@H](NC(=O)c1ccc(Cl)cc1)C(=O)OCC(=O)c1ccc2c(c1)NC(=O)CO2,16,-2%,-5,0%,.,-58%[inhibitor],-2,0%,3%,1
CCc1cc2c(NCC(=O)O)ncnc2s1,0,4%,2,6%,.,23%,9,-4%,1%,5
CC1(C)C(=O)N(c2ccccc2F)C(=O)c2ccccc21,3,-3%,0,1%,5%,11%,0,-1%,-4%,49
COc1ccc(CN(C)C(=O)c2cc(S(=O)(=O)N3CCOCC3)ccc2N2CCCC2)cc1,1,0%,.,.,0%,7%,-5,.,.,7
CCN(CC(=O)Nc1cc(Cl)ccc1C)C(=O)CSCc1ccc(C)cc1,14,-4%,.,.,3%,21%,18,.,.,8
C=C1CCN([C@H](C(=O)NCc2ccc(Cl)cc2)C(C)C)S(=O)(=O)c2ccccc21,4,-2%,4,8%,6%,-8%,26,-19%,0%,-21
CCCc1cc(C(=O)N2CCCC(N3CCN(c4ccccc4C)CC3)C2)n(C)n1 (configuration not stated),1,2%,-1,3%,1%,-6%,8,3%,-3%,-1
CC(C)Cc1csc(NC(=O)c2ccccc2Cl)c1C(=O)O,77,6%,-19,3%,0%,14%,3,?,0%,-12
C[C@@H](C(=O)N1CCN(Cc2ccc3c(c2)OCO3)CC1)n1nnc2ccccc2c1=O,1,-1%,0,-1%,6%,7%,2,-6%,1%,5
Cc1cc(C)cc(NC(=O)N(C)Cc2ccccc2)c1,0,-5%,6,-4%,-2%,-15%,.,.,-1%,3
CN(C)/C(=N\S(=O)(=O)c1ccccc1)c1ccc(F)cc1,1,10%,0,0%,-2%,-14%,1,-2%,-2%,4
CC(=O)c1cccc(NC(=O)NC(C)c2ccncc2)c1 (configuration not stated),3,-1%,3,-6%,-7%,13%,-2,-8%,3%,-2
O=C(Cn1cc(C(=O)c2ccco2)c2ccccc21)Nc1ccccc1F,-2,7%,0,12%,-4%[11.5 µM],-58%[inhibitor],2,3%,7%,5
CCOC(=O)c1ccc(NS(=O)(=O)c2ccc(SC)cc2)cc1,-7,-15%,0,4%,0%,-4%[7.66 µM],3,1%,-1%,-13
CCOc1nc(NC(=O)NS(=O)(=O)Oc2ccccc2Cl)nc(-c2ccccc2)n1,-10,1%,2,12%,0%,-21%,0,-3%,1%,10
COC(=O)c1cn(C(=O)c2ccc(F)cc2)c2ccccc12,4,-4%,1,46%[activator],-5%,22%,0,-1%,5%,-6
Cc1cc(=O)n2c(C(=O)Nc3ccc(C(=O)OC(C)C)cc3)c(C(=O)Nc3ccccc3)sc2n1,.,-11%,-3,-2%,3%,-63%[inhibitor],3,93%[activator],0%,2
CN(CCOc1ccccc1)C(=O)c1cc(COc2c(F)cccc2F)on1,-9,-2%,-1,41%[activator],15%,-32%,?,-7%,1%,7
COc1ccc(CC(=O)Nc2nc(-c3ccc(F)c(F)c3)cs2)cc1OC,15,-4%,-2,0%,-2%,-39%,?,-4%,-3%,12
CC(C)(C)C1CCC(OC(=O)CN2CCCCC2)CC1 (configuration not stated),0,4%,2,-1%,2%,23%,-1,-5%,5%,12
Cn1nc(C(=O)OCC(=O)Nc2cccc(S(=O)(=O)N3CCCC3)c2)c2ccccc2c1=O,-1,-1%,0,21%,12%,?,2,7%,-2%,-1
CC(=O)C1=C(C)NC(SCC(N)=O)=C(C#N)C1c1cccnc1 (configuration not stated),0,23%,1,-5%,5%,17%,-1,-2%,8%,-8
Cc1ccc(NC(=O)C(Nc2cccc(C)c2)c2ccccc2)cc1 (configuration not stated),-8,-7%,0,13%,11%,?,-9,.,-2%,-18
O=C(NNC(=O)c1ccncc1)Nc1cc(Cl)ccc1Cl,-9,1%,.,.,.,1%,.,.,.,-11
Cc1cc(Br)cn2ccnc12,-1,10%,-2,4%,-1%,-8%,-4,-2%,-2%,20
